KB-V1 MDR tox = qHTS assay for MDR1-selective chemotherapeutics: Primary screen using the drug-selected MDR subline cells KB-V1; Potency, µM (highest dose often 46.1 µM), without a hit: at the highest dose activity change, negative = cytotoxicity, usual class: cytotoxic; 400,000 compounds, 3.4% hits; AID 1347076, 2019; KB-V1 MDR cells viability, CellTiter-Glo, 72 h; note: potency is the fitted concentration of half-maximal effect; % is set by controls: 0 for no effect and ±100 for the full control effect; nearly all actives have a fitted effect of over 60% in size
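KB-V1 MDR subline cells in DMEM (phenol-red free, 10% FBS) exposed to compounds in qHTS concentration series for 72 h at 37 degrees C. Viability read by CellTiter-Glo luminescence; concentration-effect curves fitted after normalization and correction.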
IL-1B inflam inh = qHTS for Inhibitors of Inflammasome Signaling: IL-1-beta AlphaLISA Primary Screen; THP-1 LPS/ATP IL-1B secretion, AlphaLISA, 16 h; stronger effect = lower value; activity change, % at 57.5 µM; 360,000 compounds, 4.7% hits; in the data active = activity change below about -50%; inconclusive = mostly about -30% to -49%; note: % is set by controls: 0 for no effect and ±100 for the full control effect
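Secreted IL-1B measured by AlphaLISA bead assay after 16 h compound exposure of THP-1 cells; compounds (final up to 57.5 uM) added 1 h before LPS (250 ng/mL) and ATP (1.25 mM) stimulation; lower signal means less secretion.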
SW480 rerep = A quantitative high throughput screen for small molecules that induce DNA re-replication in SW480 colon adenocarcinoma cells; AID 624297, 2012; SW480 DNA re-replication, Hoechst DNA content imaging, 48 h; Potency, µM (top dose mostly 46.1 µM), for the others: top-dose re-replication activation, usual class: activators; 340,000 compounds, 1.8% hits; note: potency is the fitted concentration of half-maximal effect; % of control where 0% means no effect; nearly all actives have a fitted effect of over 55% in size
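DNA re-replication was detected as more nuclei of elevated Hoechst intensity after 48 hr exposure to compound (23 nL pinned per well of 250 cells).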
KB-3-1 cytotox = qHTS assay for MDR1-selective chemotherapeutics: Primary screen using the parental adenocarcinoma cell KB-3-1. KB-3-1 viability, CellTiter-Glo ATP luminescence, 72 h. Potency, µM (doses to about 46.1 µM), without a hit: at the highest dose activity change, negative = cytotoxic, most hits filed as cytotoxic. 400,000 compounds, 1.4% hits. AID 1347075, 2019; note: potency is the fitted concentration of half-maximal effect; % is set by controls: 0 for no effect and ±100 for the full control effect; nearly all actives have a fitted effect of over 60% in size
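KB-3-1 cells, DMEM (no phenol red) + 10% FBS; compound by pin transfer, 72 h, 37 °C. Readout: CellTiter-Glo luminescence after 10 min. Data normalized, curve-fitted.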
HT1080 IDH1KD tx = qHTS for induction of synthetic lethality in tumor cells producing 2HG: qHTS for the HT-1080-IDH1KD cell line | HT-1080 IDH1 knockdown viability, ATP luminescence, 48 h | Potency, µM (series often up to 46.1 µM), inactives show at the highest dose activity, negative = toxicity, most hits filed as cytotoxic | 360,000 compounds, 2% hits | AID 686971, 2013;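 note: potency is the fitted concentration of half-maximal effect; 0% = DMSO wells and -100% = cell-free medium wells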
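Using the IDH1-knockdown HT-1080 line run in the same batch and compound series as the NT line, viability after 48 h at 37 °C was determined by CellTiter-Glo luminescence and expressed as % activity.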
MCF10A rerep = A quantitative high throughput screen for small molecules that induce DNA re-replication in MCF 10a normal breast cells; MCF 10A DNA re-replication, Hoechst nuclear intensity, 48 h; Potency, µM (top dose mostly 46.1 µM), inactives show top-dose activity, positive = re-replication, hits mostly activators; 350,000 compounds, 2.9% hits; AID 624296, 2012; note: potency is the fitted concentration of half-maximal effect; % of control where 0% means no effect; nearly all actives have a fitted effect of over 50% in size
GLP1R cytotox = qHTS of GLP-1 Receptor Inverse Agonists: Cytotox Screen. HEK293 cAMP-luciferase reporter cells, luminescence, 24 h. Potency, µM (top dose mostly 38.3 µM), without a hit: at the highest dose activity change, negative = inhibition, actives largely listed as inhibitors. 410,000 compounds, 0.13% hits. AID 624418, 2012;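 note: loss of luciferase light is scored as toxicity; potency is the fitted concentration of half-maximal effect; % is set by controls: 0 for no effect and ±100 for the full control effect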
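Compound-treated cells are incubated 24 hr at 37 deg C under 5% CO2 after a 12 hour attachment period, then luciferase detection reagent is added and luminescence is measured following 12 min at room temperature; lowered signal indicates toxicity.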
D3 ag = qHTS of D3 Dopamine Receptor Agonist: qHTS | D(3) dopamine receptor (Homo sapiens), P35462 | D3R DiscoveRx beta-arrestin cells, luminescence, 90 min | max activation, % | 410,000 compounds, 0.58% hits | AID 652048, 2013; in the data active = max activation above about 30%; note: 0% is about no effect; mostly tested at two doses, the higher about 12 µM
Target sequence (P35462 whole entry, looked up): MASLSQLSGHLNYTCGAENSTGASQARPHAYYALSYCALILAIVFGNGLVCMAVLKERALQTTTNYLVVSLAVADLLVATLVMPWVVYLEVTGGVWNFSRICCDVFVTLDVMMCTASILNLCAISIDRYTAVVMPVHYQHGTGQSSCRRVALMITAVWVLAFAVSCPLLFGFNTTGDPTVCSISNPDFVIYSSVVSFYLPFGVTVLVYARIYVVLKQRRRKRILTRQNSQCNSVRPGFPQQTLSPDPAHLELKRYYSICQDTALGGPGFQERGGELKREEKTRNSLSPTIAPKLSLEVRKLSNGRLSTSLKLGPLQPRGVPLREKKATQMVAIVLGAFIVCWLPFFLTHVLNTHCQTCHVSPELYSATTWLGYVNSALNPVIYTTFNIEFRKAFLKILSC
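Cells at 1500/well, incubated overnight, then treated with pinned compounds (dopamine as control) for 90 min at 37 degrees C. DiscoveRx reagent added for 30 - 60 minutes at room temperature; luminescence read.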
HT1080NT lethal = qHTS for induction of synthetic lethality in tumor cells producing 2HG: qHTS for the HT-1080-NT fibrosarcoma cell line | HT-1080-NT fibrosarcoma viability, CellTiter-Glo ATP luminescence, 48 h | Potency, µM (top dose mostly 46.1 µM), for the others: top-dose activity, negative = less viability, most hits filed as cytotoxic | 360,000 compounds, 1.6% hits;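 note: NT is the 2HG producing partner of a matched IDH1 knockdown line; potency is the fitted concentration of half-maximal effect; 0% = DMSO-treated cells and -100% = media-only wells without cells; nearly all actives have a fitted effect of over 55% in size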
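HT-1080-NT; 750 cells/well; 5% FBS RPMI; 48 h compound, 37 degrees C; CellTiter-Glo luminescence; curve fitting and curve-class assignment.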
* hit, by the source's call; ? = inconclusive; . = no result given; & = joins results of further samples; [ ] = remark or other dose. Unless noted, calls come from the whole dose curve; as a rule, active = well fitted curve in the direction sought with a large enough effect; inconclusive = small, poorly fitted or top-dose-only effect, or another doubt; inactive = no such curve, though single readings can be large; an effect the other way counts as inactive or inconclusive. Rows were taken by chance; any-hit rate near 11%.

SMILES	KB-V1 MDR tox	IL-1B inflam inh	SW480 rerep	KB-3-1 cytotox	HT1080 IDH1KD tx	MCF10A rerep	GLP1R cytotox	D3 ag	HT1080NT lethal
CN1CCC(=NNC(=O)c2ccc(N(Cc3ccccc3Cl)S(C)(=O)=O)cc2)CC1	-2%	0	7%	1%	?	6%	1%	1	13%
CC1CN(C(=O)c2cc(S(=O)(=O)N3CCCC3)c(Cl)cc2Cl)CC(C)O1 (stereo not given)	?	0	-9%	-1%	-6%	-1%	4%	-7	-1%
COc1cc(NC(=O)c2cc([N+](=O)[O-])ccc2N2CCOCC2)ccc1NC(=O)c1ccco1	-19%	-6	-4%	15%	-4%	1%	0%	-11	-5%
NS(=O)(=O)c1ccc(NC(=O)c2ccc(CSc3ccccc3)o2)cc1	6%	9	-1%	19%	0%	0%	11%	6	7%
O=C(Nc1ccccc1N1CCOCC1)c1cccnc1	7%	9	2%	-3%	0%	1%	-6%	8	0%
O=C(NCC(=O)N1CCOCC1)c1ccc(Cl)cc1	-3%	6	0%	5%	13%	6%	-1%	-6	12%
CS(=O)(=O)ON=C1CCN(S(=O)(=O)c2ccccc2)CC1	-16%	15	-2%	-5%	16%	-9%	-3%	4	4%
O=C(COc1cccc2cccnc12)N/N=C/c1ccccc1O	12µM*	91	-22%	?	-29%	-17%	-12%	6	-15%
CC(C)c1onc(C(=O)N2CCC(C(N)=O)CC2)c1[N+](=O)[O-]	1%	27	0%	3%	-1%	-1%	1%	1	0%
COc1cc(NC(=O)C2CC(=O)NC3=C2C(=O)CC(C)(C)C3)c(OC)cc1Cl (stereo not given)	2%	-8	14%	15%	-2%	-107%[0.0737 µM]	6%	-1	6%
COc1cc(NC(=O)CCN2CCN(c3ccccc3OC)CC2)cc(OC)c1	13%	?	.	-1%	-13%	.	-10%	-3	-7%
COc1ccccc1C(O)(c1ccccc1)C(CN1CCOCC1)c1ccccc1 (stereo not given)	5%	2	16%	2%	-4%	-3%	-12%	0	-23%
Cn1c(=O)[nH]c(=O)c2c1nc(Br)n2CCSc1nnnn1-c1ccccc1	-1%	40	10%	14%	1%[9.24 µM]	14%	5%	2	?
COc1ccc(NC(=O)C2C(=O)N(CCO)C3(C)CC2c2ccccc2O3)cc1 (stereo not given)	3%	7	-2%	20%	21%	-4%	-13%	0	16%
Cc1cccc(NCC(=O)c2c(N)n(C)c(=O)n(C)c2=O)c1C	16%	26	-3%	3%	-8%	-1%	3%	-2	-1%
CC(C)CNC(=S)NNC(=O)CC(C)O (stereo not given)	1%	0	-3%	2%	6%	?	2%	3	7%
CCOC(=O)N1CCN(C(=O)CSc2nc3c(cnn3-c3ccccc3)c(=O)[nH]2)CC1	-1%	53	-6%	2%	1%	0%	-5%	-1	-6%
CC1(NC(=O)c2cc(-c3cccs3)nn2-c2ccccc2)CCS(=O)(=O)C1 (stereo not given)	-28%	-7	-2%	22%	-3%	-1%	13%	-13	-12%
Cc1ccc(CCNC(=O)C2CCN(S(=O)(=O)N3CCC4(CC3)OCCO4)CC2)cc1	?	14	-8%	13%	?	-1%	10%	-2	5%
CCCS(=O)(=O)NC(=O)C1(C)CCN(C(=O)c2cccc3ccccc23)C1 (stereo not given)	7%	31	.	0%	?	.	1%	-2	9%
CCCCc1nnc(NC(=O)Cn2cnc3ccccc3c2=O)s1	-9%	34	0%	-9%	-1%	2%	-17%[7.66 µM]	4	25%
O=C(Nc1ccccc1C(F)(F)F)c1cc(-c2ccc3c(c2)OCCO3)on1	13%	.	.	5%	.	.	4%	0	.
CCC1(CC)C(=O)NC(=O)NC1=NCCc1ccc(O)cc1	-2%	0	-8%	1%	6%	-4%	-1%	3	6%
O=C(Nc1ccccc1)c1nc[nH]c1C(=O)NCCCCCCNC(=O)c1[nH]cnc1C(=O)Nc1ccccc1	?	-7	-5%	?	12%	-2%	12%	3	19%
Cc1ccnn1C(C)C(=O)O (stereo not given)	8%	-2	-18%	-18%	7%	-6%	-1%	-3	-2%
O=C1C=C(c2ccoc2)N2CCC[C@H]2C1	16%	25	-1%	21%	4%	16%	7%	4	11%
Cc1ccc(NCCC(=O)c2ccc(Br)cc2)cc1	1%	-12	-1%	13%	19%	-2%	-9%	7	7%
O=C(O)C1C2C=CC(C2)C1C(=O)N1CCOCC1 (stereo not given)	0%	12	-8%	2%	16%	-17%	16%	-8	9%
COc1ccc(/C=C(\C#N)C(=O)NCc2cccnc2)cc1OC	2%	27	-6%	?	-14%	11%	-1%	-3	-16%
O=C1CSC(c2ccccc2)N1c1ccc([N+](=O)[O-])cc1 (stereo not given)	0%	-6	-19%	17%	4%	0%	-1%	-9	6%

3 of the compounds above, field by field.
O=C(Nc1ccccc1)c1nc[nH]c1C(=O)NCCCCCCNC(=O)c1[nH]cnc1C(=O)Nc1ccccc1
  KB-V1 MDR tox = ?
  IL-1B inflam inh = -7
  SW480 rerep = -5%
  KB-3-1 cytotox = ?
  HT1080 IDH1KD tx = 12%
  MCF10A rerep = -2%
  GLP1R cytotox = 12%
  D3 ag = 3
  HT1080NT lethal = 19%
Cc1ccnn1C(C)C(=O)O (stereo not given)
  KB-V1 MDR tox = 8%
  IL-1B inflam inh = -2
  SW480 rerep = -18%
  KB-3-1 cytotox = -18%
  HT1080 IDH1KD tx = 7%
  MCF10A rerep = -6%
  GLP1R cytotox = -1%
  D3 ag = -3
  HT1080NT lethal = -2%
O=C1C=C(c2ccoc2)N2CCC[C@H]2C1
  KB-V1 MDR tox = 16%
  IL-1B inflam inh = 25
  SW480 rerep = -1%
  KB-3-1 cytotox = 21%
  HT1080 IDH1KD tx = 4%
  MCF10A rerep = 16%
  GLP1R cytotox = 7%
  D3 ag = 4
  HT1080NT lethal = 11%

More compounds
SMILES	KB-V1 MDR tox	IL-1B inflam inh	SW480 rerep	KB-3-1 cytotox	HT1080 IDH1KD tx	MCF10A rerep	GLP1R cytotox	D3 ag	HT1080NT lethal
CCOC(=O)N1CCN(C(=O)c2ccc3c(SCC(=O)O)c4c(nc3c2)CCC4)CC1	-11%	15	-7%	5%	3%	1%	-10%	2	-8%
CC(=O)NCCNC(=O)C1Cc2c(-c3ccccc3)ccnc2O1 (stereo not given)	6%	9	.	0%	4%	.	16%	-2	29%
Cc1nn(C)c2c1c(-c1ccccc1)cc(=O)n2Cc1ccc(F)cc1	-14%	.	.	-19%	.	.	19%	31*	.
COc1ccc2[nH]c(=O)c(-c3noc(-c4ccccc4)n3)cc2c1	2%	-16	-5%[9.22 µM]	13%	-25%	-2%	56%[activator]	5	-11%
CC1C(=NO)C(C)C(c2ccc(N(C)C)cc2)NC1c1ccc(N(C)C)cc1 (stereo not given)	5%	22	-4%	7%	9%	-2%	10%	6	-1%
Cc1ccc2oc(=O)c3cc(C(=O)NCCCN4C(C)CCCC4C)sc3c2c1 (stereo not given)	19%	-26	-17%	1%	?	10%	?	-15	-22%
N#CCSc1nc2scc(-c3cccs3)c2c(=O)n1CCc1ccccc1	-9%	130	-4%	0%	-7%	25%	5%	1	-6%
CCS(=O)(=O)Nc1cc(-c2cn3ccc(C)cc3n2)ccc1C	-5%	.	.	-6%	.	.	-2%	-17	.
CCC(c1nnnn1CCc1ccccc1)N1CCN(c2ccc(OC)cc2)CC1 (stereo not given)	2%	-1	-3%	-4%	7%	?	-11%	3	11%
Cc1ccccc1C(=O)NC1(C(F)(F)F)N=C(c2ccccc2)N(C2CCCCC2)C1=O (stereo not given)	6%	.	.	9%	.	.	2%	5	.
Cc1ccc(-c2nc(C(F)(F)F)cc(=O)[nH]2)cc1	26%	3	-18%	-1%	-7%	?	1%	0	-6%
Cc1cccc(N2C(=O)CSC23CCCCC3)c1	-11%	11	4%	3%	2%	5%	-8%	3	2%
COc1ccc(Cn2cc(CN3CCc4onc(-c5ccc(Br)cc5)c4C3=O)nn2)cc1	21µM*	0	.	?	?	.	-16%	3	?
CN(C(=O)CN1CCC(NC(=O)c2ccccc2Br)CC1)C1CCCCC1	-22%	8	-32%[inhibitor]	26%	-1%	-10%	-6%	-20	0%
C#CCOCCOCCOCCNc1nc(N2CCN(C(=O)[C@H]([C@@H](C)CC)n3cc([C@@H](N)Cc4ccc(O)cc4)nn3)CC2)nc(N2CCN(C(=O)[C@H]([C@@H](C)CC)n3cc([C@@H](N)CC(C)C)nn3)CC2)n1	1%	-14	-3%	0%	0%	-1%	?	-6	-3%
NC(=O)c1ncn([C@@H]2O[C@H](CO)[C@@H](O)[C@H]2O)c1O	10%	10	-2%&-6%	0%	16%	9%&0%	4%	4&12	20%
O=C(CCn1c(=O)c2ccccc2n(CC(=O)NC2CCCC2)c1=O)NCc1ccco1	14%	-29	7%	-3%	11%	1%	-2%	1	12%
Cc1cccc[n+]1CC(=O)Nc1ccc([N+](=O)[O-])cc1	?	4	4%	0%	-9%	3%	-14%	-7	-8%
Cc1[nH]c(N)nc(=S)c1CCCNc1ccccc1	-21%	6	5%	-3%	-13%	4%	-1%	-3	-5%
CC1C=CCC2C(=O)N(c3ccccc3OC(=O)c3cccs3)C(=O)C12 (stereo not given)	-9%	20	-11%	?	0%	-5%	4%	-4	-2%
C/C(CC(=O)NCCCN1CCOCC1)=N\NC(=O)COc1ccc(Cl)cc1	0%	-1	-2%	18%	9%	-8%	3%	7	6%
Cc1cccc(NC(=O)c2ccc(-c3ccccc3[N+](=O)[O-])o2)c1	?	-16	1%	4%	-1%	4%	-1%	-4	-4%
Cc1ccc(C(c2nnnn2Cc2cccs2)N2CCN(Cc3ccc4c(c3)OCO4)CC2)cc1 (stereo not given)	-20%	-64*	?	?	?	-7%	7%	-22	-18%
